# AT treatment = potential ataxia-telangiectasia treatment. Potency, µM (titrated, usually from 57.5 µM), without a hit: at the highest dose activation, most hits filed as activators. 0.19% of 320,000 active. […] A-T fibroblasts, KAP-1 phosphorylation AlphaLISA; neocarzinostatin DNA damage 30 min before lysis. AID 485349; further: potency means the concentration at half of the fitted maximal effect; % of control where 0% means no effect; nearly all actives have a fitted effect of over 45% in size
#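 hTERT-immortalized A-T patient fibroblasts ([…]), 500 cells/well in OPTI-MEM, 1% FBS, got compounds for 60 min, then NCS for 30 min at 37C. Lysates were then assayed for phospho-KAP-1 by AlphaLISA (anti-pKAP1 donor, anti-KAP1 acceptor beads), 6 hr at 25C.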
# TSG101-PTAP inh = blocks PTAP/TSG101 interaction to inhibit HIV-1 budding. Q99816. Fluorescence polarization, FITC-PTAP peptide / Tsg101 binding. Potency, µM (titrated, usually from 115 µM), without a hit: at the highest dose activity change, negative = inhibition, actives largely listed as inhibitors. 340,000 tested, under 10 active. AID 493005; active means well fitted inhibition curve with a large enough effect in the main read-out, with a control signal flat, not every such curve was filed as active; inconclusive means small, poorly fitted or top-dose-only effect, or effect the other way, or a change in a side signal; inactive means no such curve, though single readings can be large or run the other way; further: potency means the concentration at half of the fitted maximal effect; % of control where 0% means no effect
#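 Compounds were pin-transferred onto Tsg101 binding domain (10 uM final) in HEPES pH 7.5 buffer, then FITC-PTAP peptide was added at 50 nM final. After 20 min at RT, polarization reported peptide displacement across a qHTS concentration series.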
# Menin-MLL TR inh = inhibitors of human menin-MLL interaction, mutant MLL peptide; O00255; AID 1768; Menin + Texas Red MLL mutant peptide, fluorescence polarization; Potency, µM (top dose mostly 61.6 µM), inactives show at the top dose FP activity change, negative = inhibition, hits mostly inhibitors; 0.23% of 270,000 active; active means well fitted inhibition curve with a large enough effect in the polarisation, with a control signal flat, not every such curve was filed as active; inconclusive means small, poorly fitted or top-dose-only effect, or effect the other way, or a change in a side signal; inactive means no such curve, though single readings can be large or run the other way; the % refers to the polarisation; further: potency means the concentration at half of the fitted maximal effect; % of control where 0% means no effect; many of its hits are not listed in these tables
# TCR act = T cell receptor activation; primary human leukocytes, anti-CD3, IL-2 HTRF, 48 h; Potency, µM (highest dose often 9.22 µM), inactives show at the top dose activation of IL-2 secretion, most hits filed as activators; 330,000 tested, under 10 active; AID 504894; further: % of control where 0% means no effect
#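 IL-2 release read by HTRF sandwich (Eu cryptate donor, d2 acceptor, 665 nm emission) after 48 hr exposure of primary human leukocytes to compound together with anti-CD3 beads in the absence of co-stimulatory signals.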
# a7 integrin act = integrin-mediated muscular dystrophy alleviation activation. alpha7betagal myoblasts, beta-gal FDG fluorescence, 48 h. Potency, µM (titrated, usually from 38.3 µM), for inactives: at the top dose activation, actives largely listed as activators. AID 624291. 0.064% of 350,000 active;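 further: potency means the concentration at half of the fitted maximal effect; 100% = response of the positive control SU9516; nearly all actives have a fitted effect of over 60% in size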
#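 Alpha7betagal+/- myoblasts (passage 13) were plated 16-24 hr, then exposed to compounds (1:260 dilution of DMSO stock) for 48 hours at 37C. After MPER lysis, β-galactosidase reporter activity was read as FDG fluorescence (ex 480/em 540) after 30 minutes.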
# MBNL1-CUG inh = inhibitors of human MBNL1 binding to CUG repeat RNA. TR-FRET MBNL1-His/biotin-(CUG)12 binding, 665/545 ratio. Potency, µM (highest dose often 57.5 µM), for the others: at the highest dose activity change, negative = inhibition, actives largely listed as inhibitors. 0.036% of 280,000 active. AID 2675; active means well fitted inhibition curve with a large enough effect in the signal ratio, with a control signal flat, not every such curve was filed as active; inconclusive means small, poorly fitted or top-dose-only effect, or effect the other way, or a change in a side signal; inactive means no such curve, though single readings can be large or run the other way; the % refers to the signal ratio; further: potency means the concentration at half of the fitted maximal effect; on the % scale 0 is the no-effect control and ±100 the full control effect
#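 Inhibition of protein-RNA binding appears as loss of TR-FRET between terbium anti-His antibody on MBNL1-His and streptavidin-XL665 on biotin-(CUG)12. Activity is normalized to buffer-only and uninhibited-complex controls.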
# Mito fusion yeast = inhibitors of mitochondrial division or activators of mitochondrial fusion; S. cerevisiae fusion-defective mutant growth rescue, CellTiterGlo 48 h; Potency, µM (series often up to 46.1 µM), inactives show at the top dose growth rescue (activation), actives largely listed as activators; 0.23% of 320,000 active;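 further: potency means the concentration at half of the fitted maximal effect; % of control where 0% means no effect; nearly all actives have a fitted effect of over 45% in size; temperature-sensitive fusion mutants such as fzo1-1 at 37 °C on non-fermentable ethanol glycerol medium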
#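 Growth-rescue viability read-out: after 48 h at the non-permissive 37C in glycerol/ethanol YPEG, yeast mitochondrial fusion mutants are measured by CellTiterGlo luminescence; compounds (23 nl pinned per well) restoring growth score as division inhibitors or fusion activators.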
# TSHR antagonist = antagonists of human thyroid stimulating hormone receptor. TSHR-expressing cells, TSH-stimulated cAMP HTRF, 2 h; stronger effect = lower value. activity change, negative = inhibition, % at 11.5 µM. 0.2% of 330,000 active. AID 504810;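 active means activity change below a set negative limit, meaning inhibition stronger than a set level, cut at about -70% in these data; inconclusive means activity change between two set negative limits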; further: on the % scale 0 is the no-effect control and ±100 the full control effect
# Target sequence (P16473 whole entry, looked up): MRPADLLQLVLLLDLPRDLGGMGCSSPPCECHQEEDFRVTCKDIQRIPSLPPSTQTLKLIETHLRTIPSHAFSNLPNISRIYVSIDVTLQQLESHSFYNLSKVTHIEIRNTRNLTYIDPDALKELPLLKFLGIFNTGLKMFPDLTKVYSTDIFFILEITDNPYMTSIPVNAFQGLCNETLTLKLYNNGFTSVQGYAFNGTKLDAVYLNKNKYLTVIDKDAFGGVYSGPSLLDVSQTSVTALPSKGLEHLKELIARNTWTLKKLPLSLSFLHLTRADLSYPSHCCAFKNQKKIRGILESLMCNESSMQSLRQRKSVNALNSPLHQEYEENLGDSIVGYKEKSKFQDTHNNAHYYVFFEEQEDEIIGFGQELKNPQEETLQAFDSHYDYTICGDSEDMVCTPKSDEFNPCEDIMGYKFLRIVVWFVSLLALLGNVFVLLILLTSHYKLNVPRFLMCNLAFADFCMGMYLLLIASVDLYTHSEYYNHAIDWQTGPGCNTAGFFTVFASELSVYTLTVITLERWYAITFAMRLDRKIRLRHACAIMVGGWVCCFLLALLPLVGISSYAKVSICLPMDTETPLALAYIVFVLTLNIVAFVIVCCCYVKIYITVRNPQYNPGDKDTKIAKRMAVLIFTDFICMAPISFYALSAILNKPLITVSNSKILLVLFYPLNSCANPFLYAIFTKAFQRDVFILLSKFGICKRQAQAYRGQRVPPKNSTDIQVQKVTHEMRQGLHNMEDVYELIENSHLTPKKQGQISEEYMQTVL
#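 TSHR-expressing cells, 200/well, pre-treated with compound, then stimulated with EC80 TSH (4nM final) for 2 hours at 37 deg C. cAMP measured by competitive HTRF: anti-cAMP cryptate antibody in lysis buffer plus cAMP-d2, read after 30 minutes at room temperature.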
# CXXC DNA block = inhibitors of human MLL CXXC domain-DNA interaction; Q03164; MLL-CXXC / FITC-HOXA9 DNA fluorescence polarization; Potency, µM (series often up to 115 µM), without a hit: at the highest dose activity change, negative = inhibition, most hits filed as inhibitors; 0.037% of 290,000 active; AID 2662; active means well fitted inhibition curve with a large enough effect in the polarisation, with a control signal flat, not every such curve was filed as active; inconclusive means small, poorly fitted or top-dose-only effect, or effect the other way, or a change in a side signal; inactive means no such curve, though single readings can be large or run the other way; the % refers to the polarisation; further: potency means the concentration at half of the fitted maximal effect
#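 Steps: dispense CXXC domain solution (7 uM) → pin compounds or unlabeled HOX-A9 DNA control → 5 min ambient → add FLSN-HOX-A9 solution (50 nM) → spin → 30 min ambient → fluorescence polarization. Tris pH 7.5/NaCl/DTT/BSA buffer.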
# S-ASM inh = blocks human secretory acid sphingomyelinase. placental ASM, HMU-PC fluorogenic substrate, 60 min. Potency, µM (titrated, usually from 57.5 µM), inactives show at the highest dose activity change, negative = inhibition, usual class: inhibitors. 0.006% of 340,000 active; further: potency means the concentration at half of the fitted maximal effect
#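 Fluorogenic HMU-PC substrate (9 uM final) is turned over by placental ASM in 60 min at 37 C after a 10 min compound preincubation. Reaction ended by alkaline stop (pH 10), with fluorescence read at 386/447 nm.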
# Active calls of the source: *; u = inconclusive; x = no result given; & = joins results of further samples; [ ] = another dose, or the depositor's remark. Unless noted, the call rests on the fitted dose curve; in most records, active means well fitted curve in the direction sought with a large enough effect; inconclusive means small, poorly fitted or top-dose-only effect, or another doubt; inactive means no such curve, though single readings can be large; an effect the other way counts as inactive or inconclusive. The list is partial; the hit share may differ from the screen's.
SMILES,AT treatment,TSG101-PTAP inh,Menin-MLL TR inh,TCR act,a7 integrin act,MBNL1-CUG inh,Mito fusion yeast,TSHR antagonist,CXXC DNA block,S-ASM inh
Cc1cc(C)n(-c2ccc(C(=O)Nc3ccccn3)cc2)n1,0%,-3%,-1%,x,19%,-2%,4%,3,3%,6%
C=CCOc1cccc(C2/C(=C(/O)c3ccc4c(c3)CC(C)O4)C(=O)C(=O)N2CCN2CCOCC2)c1 (centres undefined),5%,1%,-4%,6%,28%,29%,9%,-10,5%,0%
CC(=O)C(Sc1ncnc2c1nnn2-c1ccc(F)cc1)C(=O)N(C)C (centres undefined),-4%,-1%,5%,10%,-35%,15%,-2%,0,7%,-2%
Cc1cccc(-n2ncc3c2CCCC3NC(=O)CCN2Cc3ccccc3C2=O)c1C (centres undefined),-2%,0%,-19%,-1%,0%,-16%,-4%,-42,3%,1%
O=C(CSc1ncnc2c1nnn2Cc1ccccc1F)N1CCN(c2ccccc2)CC1,-2%,1%,2%,4%[46.1 µM],-17%,-2%,2%,2,5%,-8%
Cc1ccc(S(=O)(=O)c2nc(C(C)(C)C)oc2N2CCOCC2)cc1,-2%,-6%,-23%,-1%,1%,-1%,-1%,10,-4%,3%
CCn1c(SCc2cccc(C(=O)O)c2)nnc1-c1ccc(Cl)cc1,4%,-6%,14%,-5%,u,7%,4%,-19,-20%,1%
CCOn1c(=O)c(-c2cc3ccccc3o2)[n+]([O-])c2ccccc21,5%,-3%,8%,4%,-1%,u,6%,-7,u,26%
Cc1csc2c(SCC(=O)NNC(=O)C(Cl)Cl)ncnc12,6%,-8%,x,6%,-12%,-12%,0%,-5,18%,-3%
O=C(CSc1cn(CC(=O)N2CCCC2)c2ccccc12)NCC1CCCO1 (centres undefined),4%,1%,-8%,-3%,-7%,x,9%,11,8%,1%

# Results in TCR act (five entries from above):
mol | TCR act
CC(=O)C(Sc1ncnc2c1nnn2-c1ccc(F)cc1)C(=O)N(C)C (centres undefined) | 10%
Cc1cccc(-n2ncc3c2CCCC3NC(=O)CCN2Cc3ccccc3C2=O)c1C (centres undefined) | -1%
O=C(CSc1ncnc2c1nnn2Cc1ccccc1F)N1CCN(c2ccccc2)CC1 | 4%[46.1 µM]
Cc1ccc(S(=O)(=O)c2nc(C(C)(C)C)oc2N2CCOCC2)cc1 | -1%
CCn1c(SCc2cccc(C(=O)O)c2)nnc1-c1ccc(Cl)cc1 | -5%

# (list continues)
SMILES,AT treatment,TSG101-PTAP inh,Menin-MLL TR inh,TCR act,a7 integrin act,MBNL1-CUG inh,Mito fusion yeast,TSHR antagonist,CXXC DNA block,S-ASM inh
CCC1CN(C(=O)NCc2ccc(F)cc2)c2cc(C)ccc2O1 (centres undefined),2%,-6%,u,5%,14%,6%,23%,-8,3%,1%
O/N=C1/CC/C(=N\O)c2nn(-c3ccccc3)nc21,-2%,-5%,-4%,1%,-16%,-10%,-1%,4,5%,-1%
CC(C)NC(=O)C1CCCN(S(C)(=O)=O)C1 (centres undefined),6%,-7%,-8%,-7%,-13%,13%,-7%,1,-4%,3%
COc1ccc(CCNC(=O)c2c(C)nc3ccccn23)cc1,3%,-2%,-14%,x,-5%,-1%,6%,-8,6%,6%
O=C(CSc1oc(-c2ccc(F)cc2)nc1S(=O)(=O)c1ccc(F)cc1)NCC1CCCO1 (centres undefined),-2%,-1%,14%,5%,-6%,-1%,4%,8,-4%,-3%
COc1ccc(OC)c(S(=O)(=O)Nc2cccc3c(O)cccc23)c1,x,-1%,x,-7%,-36%,x,x,x,x,0%
COc1ccc2nc(NC3=NC(C(=O)Nc4ccc(C)cc4)CC(=O)N3)nc(C)c2c1 (centres undefined),0%,x,-14%,10%[46.1 µM],x,u,-9%,-7,10%,x
Cc1ccc(S(=O)(=O)NC(=NC(Cc2ccccc2)C(=O)O)c2ccccc2)cc1 (centres undefined),-4%,1%,4%,4%,-3%,-2%,1%,-7,2%,1%
COc1ccc(C2(CNS(=O)(=O)c3ccccc3)CCOCC2)cc1,-5%,-3%,-7%,4%,-4%,-3%,-7%,-2,-5%,1%
CCOC(=O)c1ccc(NC(=O)CC2SC(=NC)N(C)C2=O)cc1 (centres undefined),-1%,-6%,7%,-5%,10%,-9%,0%,-7,0%,-1%
CC1CC1C(=O)Nc1ccc(S(=O)(=O)N2CCCCC2)cc1 (centres undefined),-2%,0%,x,-2%,-7%,x,4%,0,x,3%
COc1cccc(C(=O)NCCN2CCN(c3ccc(Cl)cc3)CC2)c1,-1%,-16%,3%,-15%,x,x,u,-10&-6,9%,-3%
COC(=O)Nc1ccc(S(=O)(=O)N2CCCC(C(=O)NC3CCCCC3)C2)cc1 (centres undefined),-1%,-2%,2%,-18%,17%,3%,-3%,2,2%,3%
O=C(c1cc2nc(-c3ccco3)cc(C(F)(F)F)n2n1)N1CCc2ccccc2C1,-5%,0%,-17%,-3%,-7%,-8%,8%,21,10%,228%[activator]
COc1ccccc1NC(=O)c1cc(N2C(=O)C3C4CCC(C4)C3C2=O)ccc1Cl (centres undefined),4%,-6%,20%,-1%,-9%,-3%,3%,10,17%,1%
CN(CCc1ccccc1)C(=O)c1cccc(NC(=O)Cc2cccc(NC(=O)C3CCCN(C(=O)C4CCCC4)C3)c2)c1 (centres undefined),x,-1%,x,-6%,-6%,x,x,x,x,-2%
COc1ccc(CCNC(=O)c2ccccc2C(=O)NCCc2ccc(OC)cc2)cc1,x,1%,x,-4%,u,x,x,x,x,8%
COC(=O)C1C(c2ccc(OC)cc2)Nc2nnc(C(F)(F)F)n2C1(C)O (centres undefined),1%,-1%,2%,-4%,-11%,0%,-7%,4,-2%,-1%
Cc1cc(O)c(C)c(O)c1/C=N/NC(=O)c1cccnc1,-4%,0%,1%,1%,3%,12%,8%,-12,-5%,-4%
COc1ccc(-n2nnnc2SCC(=O)c2ccc3c(c2)OCCO3)c(OC)c1,-2%,-2%,-5%,5%,12%,11%,1%,-15,-8%,3%

# Taken from above:
# For TSHR antagonist, CC1CC1C(=O)Nc1ccc(S(=O)(=O)N2CCCCC2)cc1 (centres undefined) reads 0
# For Menin-MLL TR inh, O=C(c1cc2nc(-c3ccco3)cc(C(F)(F)F)n2n1)N1CCc2ccccc2C1 reads -17%

# (more compounds)
SMILES,AT treatment,TSG101-PTAP inh,Menin-MLL TR inh,TCR act,a7 integrin act,MBNL1-CUG inh,Mito fusion yeast,TSHR antagonist,CXXC DNA block,S-ASM inh
COc1ccc(CNC(=O)COC(=O)c2ccc(S(=O)(=O)NCc3ccco3)cc2)cc1,-7%,3%,x,0%,0%,x,x,x,x,-9%
Cc1cc(S(=O)(=O)N2CCCC(C(=O)Nc3ccc(C(=O)O)cc3)C2)ccc1Cl (centres undefined),1%,-3%,24%,-8%,10%,-8%,-1%,-5,10%,-2%
O=C(Nc1nccs1)c1c(O)c2c([nH]c1=O)CCCC2,17%,1%,x,-5%,42%,x,-2%,19,-6%,-1%
CCOc1ccc(NC(=O)CN(C)C(=O)C(C)N2C(=O)c3ccccc3C2=O)cc1OCC (centres undefined),-4%,-7%,x,-8%,29%,x,-2%,3,x,0%
CC(C)CC(=O)Nc1ccc(S(=O)(=O)NCc2ccco2)cc1,1%,-6%,11%,2%,-6%,1%,-4%,46,11%,0%
COc1ccc(-c2nc(SC(CC(=O)NCCN3CCOCC3)c3cccs3)n[nH]2)cc1 (centres undefined),-1%,1%,8%,-2%,-16%,-2%,-2%,2,9%,-1%
O=C(CSc1nc(Cc2ccccc2)nc2ccccc12)c1ccc2c(c1)OCCO2,5%,-3%,8%,-41%,-35%,u,2%,30,-5%,2%
CN(C)S(=O)(=O)N1CCN(c2ccnc3cc(Cl)ccc23)CC1,2%,-5%,-17%,-1%,13%,13%,-1%,-120*,-12%,-2%
